KKLEB tox: counter-screen for CF NF-kB inhibitors: cytotoxicity; activity change (cytotoxicity), % at 5 µM; AID 602141; hit rate 0.36% among 360,000; KKLEB CF airway cells viability, ATPlite luminescence, overnight; stronger effect = lower value; cells stimulated with P. aeruginosa culture filtrate;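 active = corrected activity change at or below -50% at 5 µM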
Vif inh: HIV Vif inhibition; AID 602346; hit rate 0.35% among 340,000; HEK293T cells, Vif self-association by quenched fluorescence, imaging, 24 h; inhibition, % at 7.49 µM; in the data active = inhibition above about 50%, passing the limit was not always enough; inconclusive = no clear call, values can overlap the other calls; inactive = below about 31%; note: some results filed as inactive read as strong as hits
Shn3 3UTR inh: inhibitors of Schnurri-3 3'UTR reporter in osteoblasts | inhibition, % at 12.5 µM | Clone20 osteoblast Shn3 3'UTR firefly luciferase, 24 h | hit rate 0.52% among 360,000;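 active = mean inhibition of at least 75% with every replicate also reaching 75%; inconclusive = mean inhibition at least 75% but some replicate below; inactive = mean inhibition below 75%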;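 note: 0% = median of neutral control wells and 100% = pilot-screen positive control compound; some compounds past the cut are filed as inactive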
PDI turbidity: PDI (human) enzyme inhibition; P07237; PDI insulin aggregation turbidity, A650, 90 min; inhibition, % at 10 µM; hit rate 0.052% among 350,000;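 active = mean inhibition across replicates of 30% or more, whatever share of single replicates reach that level; inconclusive = mean inhibition below 30% while every single replicate reaches 30%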;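 note: absorbance from insulin aggregation driven by PDI reduction with DTT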
Target sequence (P07237 whole entry, looked up): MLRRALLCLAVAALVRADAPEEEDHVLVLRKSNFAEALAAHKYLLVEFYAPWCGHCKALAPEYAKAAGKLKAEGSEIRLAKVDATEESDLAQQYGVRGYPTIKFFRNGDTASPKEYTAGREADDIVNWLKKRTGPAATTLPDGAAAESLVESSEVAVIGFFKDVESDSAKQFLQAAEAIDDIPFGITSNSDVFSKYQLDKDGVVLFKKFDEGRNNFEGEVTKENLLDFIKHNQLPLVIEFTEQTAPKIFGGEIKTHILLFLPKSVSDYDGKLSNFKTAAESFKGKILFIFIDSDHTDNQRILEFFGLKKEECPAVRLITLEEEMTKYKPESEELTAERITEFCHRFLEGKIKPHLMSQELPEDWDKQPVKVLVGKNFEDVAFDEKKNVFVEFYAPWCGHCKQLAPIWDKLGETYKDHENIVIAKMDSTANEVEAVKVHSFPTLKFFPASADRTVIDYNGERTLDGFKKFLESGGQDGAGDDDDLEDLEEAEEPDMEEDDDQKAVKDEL
NR2E3 ag-1: activates human NR2E3 receptor | Q9Y5X4 | CHO-S Gal4-NCOR/VP16-NR2E3 two-hybrid, luciferase | inhibition of corepressor binding, % at 3.98 µM | hit rate 0.35% among 360,000 | AID 602229;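 active = inhibition above the mean of all tested compounds plus 3 SD, cut at about 70% in these data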;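 note: 0% = DMSO with NR2E3 transfected cells and 100% = cells lacking NR2E3 construct; higher means lower luciferase signal from less NR2E3 corepressor binding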
Target sequence (Q9Y5X4 whole entry, looked up, the tested form may be a part): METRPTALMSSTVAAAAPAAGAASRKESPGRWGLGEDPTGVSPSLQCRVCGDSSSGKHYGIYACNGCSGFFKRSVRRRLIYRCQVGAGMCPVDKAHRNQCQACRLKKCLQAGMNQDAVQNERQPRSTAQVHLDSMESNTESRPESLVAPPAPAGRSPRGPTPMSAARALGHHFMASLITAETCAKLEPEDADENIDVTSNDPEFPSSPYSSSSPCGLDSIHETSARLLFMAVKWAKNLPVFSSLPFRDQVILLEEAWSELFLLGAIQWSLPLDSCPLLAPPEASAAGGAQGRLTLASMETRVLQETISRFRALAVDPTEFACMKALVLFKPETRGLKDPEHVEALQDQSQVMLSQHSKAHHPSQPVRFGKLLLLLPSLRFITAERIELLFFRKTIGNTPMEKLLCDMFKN
CF NFkB block: blocks PAF-induced NF-kB reporter in cystic fibrosis cells; KKLEB NF-kB-GFP reporter, GFP fluorescence overnight; inhibition, % at 5 µM; hit rate 0.86% among 360,000; AID 588850;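 active = at least 50% inhibition at 5 µM, scaled per plate between neutral and stimulator controls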;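 note: PAF is a Pseudomonas aeruginosa culture filtrate used as stimulus; plate controls were PAF-stimulated DMSO wells for no effect and unstimulated DMSO wells for full effect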
CaV13 ICDI inh: Disruptors of the CACNA1D IQ motif to Ca2+-dependent inactivation inhibitor domain association, primary screening, Förster resonance energy transfer in intact living … | HEK cells, CFP/YFP FRET ICDI-IQ, plate reader, 10 min; percent FRET-ratio fall versus neutral wells | AID 743397 | hit rate 0.098% among 340,000 | inhibition, % at 12.3 µM;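 active = mean replicate inhibition of at least 30% and at least 1% of replicates passing that level; inconclusive = only one of the two criteria is met; inactive = neither criterion is met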;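 note: 0% = median of the neutral control wells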
MITF TRPM1 inh: inhibitors of MITF-driven TRPM1 promoter in melanoma cells; inhibition, % at 12.5 µM; hit rate 0.83% among 330,000; AID 488899; SK-MEL-5 TRPM1 promoter luciferase, 24 h;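 active = mean inhibition across replicates of 60% or more, whatever share of single replicates reaches that level; inconclusive = some that reach 60%, reason not given; inactive = mean inhibition across replicates below 60%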; note: values of inactives mirror those of a sister screen read the other way
HIF-2a block: inhibitors of HIF-2a; hit rate 0.72% among 360,000; inhibition, % at 18.8 µM; 786-0 RCC cells HIF-2a reporter, luciferase luminescence, overnight;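 active = inhibition of the luminescence signal of 40% or more relative to plate controls, in a single-dose primary screen at 18.75 µM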
NR2E3 ag-2: activates human photoreceptor nuclear receptor NR2E3; Q9Y5X4; GST-NR2E3/biotin-RetCOR TR-FRET, 1536-well; inhibition of corepressor binding, % at 4.78 µM; hit rate 0.12% among 320,000; AID 2300;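 active = percent inhibition above the cutoff of mean plus 3 SD of all tested compounds, set per screening campaign, cut at about 20% in these data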;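 note: 0% = DMSO wells and 100% = biotin wells as full block of FRET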
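System: GST-tagged NR2E3 plus biotinylated RetCOR corepressor; Buffer or medium: pH 7.5 Tris-based buffer; Probe or stimulus: RetCOR corepressor, biotinylated, 7 nM; Doses: compound at 4.8 µM, single dose; Schedule: 5 h incubation at 4 °C; Technique: time-resolved FRET; Evaluation: percent inhibition of TR-FRET ratio; Replication: one well per compound, singlicate testing.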
Peg3 promoter: reduces Peg3 promoter-driven luciferase expression in HeLa; HeLa PEG-Prom luciferase reporter, luminescence, overnight; inhibition, % at 20 µM; hit rate 1.7% among 360,000; AID 588405;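 active = inhibition of at least 50% at 20 µM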
Numbers without * were called inactive; u = inconclusive; x = not tested or not shown. An unsorted share of the library. Share with any hit: about 3.3%.

smiles	KKLEB tox	Vif inh	HIF-2a block	Shn3 3UTR inh	NR2E3 ag-1	MITF TRPM1 inh	CF NFkB block	Peg3 promoter	CaV13 ICDI inh	NR2E3 ag-2	PDI turbidity
Cc1ccc(N2CC(C(=O)NCc3cccnc3)CC2=O)cc1 (configuration not stated)	10	5	4	-11	-23	5	-20	7	x	4	-9
Nc1nnc(CC(=O)N/N=C\c2ccc(-c3cccc(Cl)c3)o2)s1	8	0	-60	70	-17	-9	-11	-61	-5	-1	-1
Cc1ccc(SCc2c(C(=O)N/N=C/C3CC=CCC3)nnn2-c2nonc2N)cc1 (configuration not stated)	-10	-3	22	-2	-11	5	5	2	-16	-1	-5
Cc1nc(NC(=O)COc2ccccc2)sc1C(=O)Nc1ccccc1	-8	11	-24	75	-28	1	9	-25	-6	0	-6
COc1ccc(Cn2ccnc2SCC(=O)NC2CCCC2)cc1	19	-1	7	20	-13	-3	1	-8	-3	-1	-11
COc1ccc(NC(=O)c2ccco2)cc1NC(=O)COc1ccccc1	2	1	-59	11	-33	-5	-6	1	-19	2	3
CC1CN(C(=O)c2cc3ccccc3oc2=O)CC(C)O1 (configuration not stated)	8	-6	13	-10	-23	4	-9	4	-9	1	2
COc1ccc(CNC(=O)COC(=O)/C=C/c2ccco2)cc1	6	-6	11	14	14	-1	-18	13	-5	-2	4
COc1cccc(-c2ncc3ccccc3c2COC(=O)CCC(=O)O)c1	-4	x	4	-2	0	4	7	3	-11	2	2
CCNC(=S)Nc1cc(OCC)c(NC(=O)c2cccs2)cc1OCC	0	-2	9	9	5	-6	-8	17	-3	2	-1
COc1ccc(CN2C(=O)CS/C2=N/N=C/c2cccs2)cc1	-5	-10	-262	-4	34	-10	4	-179	-20	2	-3
CCn1c(SCC(=O)NCc2ccccc2)nc2nc3c(cc2c1=O)CCCC3	16	-4	7	4	-19	12	-4	20	-1	6	-4
COc1ccc(-c2nnc(Nc3nc4c(OC)cccc4s3)o2)c(OC)c1	3	0	-413	62	54	15	-21	-40	-3	3	4
O=C(NCCN1CCOCC1)c1sc2ccccc2c1Cl	1	1	-96	-19	-9	-15	-1	-48	0	2	4
O=C(c1cccc(Cl)c1)N1CCC2CC1c1cc(-c3ccc(F)cc3)ccc12 (configuration not stated)	15	x	-2	11	-39	6	2	8	-6	x	-8
O=C(CSc1nnc(NC(=O)C2CCC2)s1)NC1CC1	7	-2	8	4	17	-2	-2	5	-4	-1	6
CN1/C(=N\O)c2cccc3cccc1c23	2	18	25	-2	-12	1	14	-17	-4	-5	-2
ClC(Br)=C(n1cnc2ccccc21)n1cnc2ccccc21	-5	-5	19	11	17	5	14	10	0	3	4
O=c1cc(O)cc2n1CCC2	-6	-6	4	3	20	x	-6	4	-3	x	x
O=C(NCc1ccccc1)c1onc(CSc2ccc(Cl)cc2)c1C(=O)NCc1ccccc1	-9	-3	28	7	-33	-6	15	23	-5	5	-3

The list goes on.
smiles	KKLEB tox	Vif inh	HIF-2a block	Shn3 3UTR inh	NR2E3 ag-1	MITF TRPM1 inh	CF NFkB block	Peg3 promoter	CaV13 ICDI inh	NR2E3 ag-2	PDI turbidity
O=C(Nc1cccc(Cl)c1)c1nc[nH]c1C(=O)Nc1ccccc1F	-2	-2	-15	-6	-6	x	-5	-15	-4	x	-4
C=CCNC(=S)NNC(=O)COc1ccc2cc(Br)ccc2c1	7	-7	-333	-44	-91	-75	-9	-430	6	1	-11
CC1CC(=O)C=C(O)C1C(=O)OC(C)(C)C (configuration not stated)	8	-5	7	7	17	-5	-3	4	-6	3	4
Cc1cccc(NC(=O)C(C)Sc2nnc(-c3cccnc3)o2)c1 (configuration not stated)	-6	4	-134	-5	-21	-48	5	-72	-6	1	8
COC(=O)CCC(=O)OC1(C)C(=O)C2=CN(Cc3ccc4c(c3)OCO4)C(c3ccc(OC)cc3)=CC2=C(Br)C1=O (configuration not stated)	-12	-5	-23	8	-17	3	7	-4	x	4	4
CCCCc1ccc(S(=O)(=O)NC(=O)C2(C)CCN2C(=O)c2ccccc2)cc1 (configuration not stated)	26	2	10	3	-13	x	-30	1	-5	x	-5
CCOC(=O)N1CCC(NC(=O)c2cc3c(-c4ccc(OC)c(OC)c4)nn(C)c3s2)CC1	-5	x	17	27	-17	1	14	43	-2	0	-3
CC(=O)N(C)c1ccc(NC(=O)CCN2C(=O)c3ccccc3C2=O)cc1	6	0	7	-3	-12	9	-11	1	1	2	6
O=C(Nc1ccc2c(c1)OCO2)c1ccc(NC2CC2)c([N+](=O)[O-])c1	1	6	-221	-25	-59	-12	-28	-114	-5	0	11
CC(=O)Cc1nsc(Nc2ccc(Cl)cc2)n1	8	-6	-201	-36	-48	-65	11	-154	-6	-3	2
NS(=O)(=O)c1ccc(N/N=C/C=C/c2ccccc2[N+](=O)[O-])cc1	14	-4	-62	-35	-69	-57	-15	-345	-3	-1	15
CC(C)CCNC(=O)c1onc(CSc2nc3ccccc3[nH]2)c1C(=O)NCCC(C)C	-12	-4	19	19	-4	6	17	6	-5	-1	-5
Cc1cc2cc(CCNS(=O)(=O)c3ccc(F)cc3)c(=O)[nH]c2cc1C	-1	-10	21	8	-5	11	6	25	-3	1	-13
CC1(C)Cc2ccccc2C(=NC(Cc2c[nH]c3ccccc23)C(=O)O)N1 (configuration not stated)	3	19	14	2	-13	4	8	0	-1	0	-5
CCOC(=O)c1ccc(NC2Nc3cc(C)nn3S2)cc1 (configuration not stated)	-2	11	-16	-3	-10	7	3	-1	-6	1	3
Cc1ccccc1N(CC(=O)NC1CCCC1)C(=O)c1csnn1	7	0	2	2	5	4	-4	0	-2	-3	0
CC1(C)Cc2c(cnn2-c2ccccc2)-c2c1c1ccccc1n2CC(O)CBr (configuration not stated)	11	-3	20	-4	-40	-1	-5	11	-2	4	-1
Cc1ccc(F)cc1NC(=O)CCc1c(C)nn(-c2ccc(N3CCCCC3)nn2)c1C	-5	u	-154	-38	-80	-45	0	-160	-13	-1	4
COCCn1c(=NC(=O)c2cccs2)sc2cc(NC(C)=O)ccc21	-1	-4	-171	-54	-80	6	-1	-152	-5	-1	-5
COCCNC(=S)N/N=C/c1c2ccccc2cc2ccccc12	-2	-1	-50	1	-12	-22	-16	-4	-13	1	-1

Not a retest: 8 of the compounds above.
smiles	KKLEB tox	Vif inh	HIF-2a block	Shn3 3UTR inh	NR2E3 ag-1	MITF TRPM1 inh	CF NFkB block	Peg3 promoter	CaV13 ICDI inh	NR2E3 ag-2	PDI turbidity
NS(=O)(=O)c1ccc(N/N=C/C=C/c2ccccc2[N+](=O)[O-])cc1	14	-4	-62	-35	-69	-57	-15	-345	-3	-1	15
CC(C)CCNC(=O)c1onc(CSc2nc3ccccc3[nH]2)c1C(=O)NCCC(C)C	-12	-4	19	19	-4	6	17	6	-5	-1	-5
Cc1cc2cc(CCNS(=O)(=O)c3ccc(F)cc3)c(=O)[nH]c2cc1C	-1	-10	21	8	-5	11	6	25	-3	1	-13
CC1(C)Cc2ccccc2C(=NC(Cc2c[nH]c3ccccc23)C(=O)O)N1 (configuration not stated)	3	19	14	2	-13	4	8	0	-1	0	-5
CCOC(=O)c1ccc(NC2Nc3cc(C)nn3S2)cc1 (configuration not stated)	-2	11	-16	-3	-10	7	3	-1	-6	1	3
Cc1ccccc1N(CC(=O)NC1CCCC1)C(=O)c1csnn1	7	0	2	2	5	4	-4	0	-2	-3	0
CC1(C)Cc2c(cnn2-c2ccccc2)-c2c1c1ccccc1n2CC(O)CBr (configuration not stated)	11	-3	20	-4	-40	-1	-5	11	-2	4	-1
Cc1ccc(F)cc1NC(=O)CCc1c(C)nn(-c2ccc(N3CCCCC3)nn2)c1C	-5	u	-154	-38	-80	-45	0	-160	-13	-1	4

Following part.
smiles	KKLEB tox	Vif inh	HIF-2a block	Shn3 3UTR inh	NR2E3 ag-1	MITF TRPM1 inh	CF NFkB block	Peg3 promoter	CaV13 ICDI inh	NR2E3 ag-2	PDI turbidity
CCc1cc(-c2cnnn2Cc2ccccc2)ccc1-c1cn(CC(C)C)nn1	2	-1	3	46	15	x	0	6	-6	x	2
COC(=O)C(CC(C)C)N1CCC(=O)c2ccccc2S1(=O)=O (configuration not stated)	4	6	12	9	-9	4	-11	-6	-11	2	1
Cc1ccc(NCc2cccc(B(O)O)c2)cc1	-6	-1	-80	-22	-75	-4	0	-61	-3	x	-2
CCc1ccc2[nH]c(=O)c(CN(CCCN3CCOCC3)C(=O)Nc3ccc(Cl)cc3)cc2c1	4	-10	15	-6	1	6	-14	19	-5	2	4
COc1ccc(NC(C)c2ccccc2)cc1 (configuration not stated)	-8	14	-98	-10	10	-2	-18	-58	-2	x	4

High-throughput results (PubChem)
